# Neddylation inh = inhibitors of human cullin neddylation; P61081+Q13564; TR-FRET cullin neddylation, biochemical; calls only at 25 µM; 360,000 compounds, 0.58% hits; AID 651699; in the data active = inhibition above about 36%
# bovine MsrA act = bovine methionine sulfoxide reductase A activation. purified bovine MsrA, absorbance read-out. activation, % at 10.6 µM. 360,000 compounds, 0.3% hits. AID 602163; in the data active = activation above about 7.5%;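 note: 0% = vehicle and 100% = reference activator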
# PABP1 MLLE inh = blocks PAM2 peptide binding to the PABP1 MLLE domain | P11940 | GST-MLLE / FITC-PAM2 fluorescence polarization | inhibition, % at 20 µM | 360,000 compounds, 0.36% hits; in the data active = inhibition above about 35%, passing the limit was not always enough;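 note: plate controls were DMSO wells with GST-MLLE for no effect and wells lacking GST-MLLE protein for full effect; some results filed as inactive read as strong as hits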
# FAS TE block = blocks the thioesterase domain of human fatty acid synthase; P49327; recombinant FAS-TE, OMFH fluorogenic substrate, fluorescence endpoint; inhibition, % at 15 µM; 360,000 compounds, 0.67% hits; AID 602261;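 active = compounds whose normalised, plate-corrected inhibition of enzyme fluorescence in the single-dose primary screen is 50% or more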;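 note: 0% = DMSO with enzyme and 100% = substrate without enzyme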
# Rin1-Abl PPI inh = inhibitors of human Rin1-Abl protein interaction; P00519+Q13671; TR-FRET Rin1/Abl binding, biochemical; inhibition, % at 7.35 µM; 360,000 compounds, 0.4% hits; AID 588664; in the data active = inhibition above about 5%, passing the limit was not always enough
# MT1-MMP act inh = inhibitors of human MT1-MMP activation; AID 651647; GFP/RFP ratio change, % at 20 µM; 360,000 compounds, 0.061% hits; P50281; HT1080 RFP-PRO-GFP cells, GFP/RFP ratio fluorescence, overnight; percent of plate control window, DMSO zero;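 active = GFP/RFP ratio change of at least 30% with cell ATP level not reduced by more than half and red fluorescence within 50% of control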; note: strong numbers were not always called active
#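 Compound: 20 µM single dose, 1% DMSO / System: HT1080 RFP-PRO-GFP cells / Controls: DMSO and RFP-L50D-GFP cell wells / Read-out basis: GFP/RFP fluorescence ratio / Schedule: overnight compound exposure at 37 °C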
# CendR NRP1 mod = alters CendR peptide binding to human NRP-1; FAM-RPARPAR peptide binding to NRP-1, fluorescence polarization; inhibition, % at 25 µM; O14786; 360,000 compounds, 0.85% hits; AID 602438;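 active = inhibition or corrected inhibition above about 18%, plus a signal ratio from 0.5 to 1.5, limit read from the data, passing the limit was not always enough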; note: strong numbers were not always called active
# SKN-1 block = blocks SKN-1 activity in C. elegans | C. elegans VP596 Pgst-4::GFP/RFP ratio, acrylamide-induced, 24 h | inhibition, % at 21.8 µM | 360,000 compounds, 0.49% hits | AID 624304;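 active = interference check ratio from 0.5 to 1.5 plus GFP to RFP signal ratio inhibition reaching or exceeding a fixed threshold, cut at about 30% in these data, passing the limit was not always enough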; note: some compounds called inactive have numbers as strong as hits
# E coli Lon inh = E. coli protease La inhibition | AID 602123 | purified E. coli Lon protease, fluorescence polarization | inhibition, % at 7.94 µM | P0A9M0 | 360,000 compounds, 0.42% hits; in the data active = inhibition above about 13%, passing the limit was not always enough;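 note: 0% = enzyme with probe and DMSO and 100% = no enzyme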
# Target sequence (P0A9M0 whole entry, looked up): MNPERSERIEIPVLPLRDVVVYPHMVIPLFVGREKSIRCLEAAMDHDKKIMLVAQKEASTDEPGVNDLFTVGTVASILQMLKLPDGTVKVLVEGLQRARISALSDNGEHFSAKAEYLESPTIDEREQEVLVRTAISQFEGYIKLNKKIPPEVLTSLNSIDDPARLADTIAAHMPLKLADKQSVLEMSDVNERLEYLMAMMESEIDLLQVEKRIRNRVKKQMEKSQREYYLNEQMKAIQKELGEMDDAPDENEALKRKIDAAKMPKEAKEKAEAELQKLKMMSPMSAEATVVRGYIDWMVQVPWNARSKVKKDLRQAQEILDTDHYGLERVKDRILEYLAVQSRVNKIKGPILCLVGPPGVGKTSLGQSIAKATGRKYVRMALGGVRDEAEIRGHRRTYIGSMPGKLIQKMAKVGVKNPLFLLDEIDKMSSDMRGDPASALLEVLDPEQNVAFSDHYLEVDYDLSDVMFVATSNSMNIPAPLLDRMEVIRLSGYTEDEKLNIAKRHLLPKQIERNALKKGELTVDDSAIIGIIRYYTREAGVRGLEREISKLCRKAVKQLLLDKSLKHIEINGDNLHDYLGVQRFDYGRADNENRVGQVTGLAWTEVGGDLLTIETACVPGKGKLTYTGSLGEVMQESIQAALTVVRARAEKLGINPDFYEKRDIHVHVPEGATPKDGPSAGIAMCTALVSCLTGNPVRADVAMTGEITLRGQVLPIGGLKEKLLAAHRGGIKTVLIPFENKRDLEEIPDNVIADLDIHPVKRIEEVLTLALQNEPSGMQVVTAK
# * marks the source's active call; other numbers are inactive results; i = inactive; . = no result given.
mol	Neddylation inh	bovine MsrA act	PABP1 MLLE inh	FAS TE block	Rin1-Abl PPI inh	MT1-MMP act inh	CendR NRP1 mod	SKN-1 block	E coli Lon inh
CCOC(=O)c1cc(-c2ccccc2)n(CC(=O)NC(C)(C)C)c1C	i	-3	4	1	-3	-5	4	-6	-8
CC(C)CCNC(=O)CN(C(=O)Cn1nnc(-c2ccc(F)cc2)n1)C1CCCC1	i	-10	-1	17	2	0	3	97	6
CC1=CC(=C(C#N)C#N)C=C(C)N1Cc1ccccc1	i	0	-3	9	-2	1	3	1	-5
CC(=O)Nc1c(C)ccc(S(N)(=O)=O)c1C	i	-4	-10	-6	0	-1	8	1	5
Cn1ncc(Cl)c1C(=O)N1CCN(S(=O)(=O)c2cccs2)CC1	i	-1	-4	-5	4	-5	11	7	-3
CC(NC(=O)c1ccc(Cl)c(S(=O)(=O)NC2CC2)c1)c1ccco1 (centres undefined)	i	-3	18	-5	0	0	0	-3	-8
Cc1cccc(C)c1NC(=O)C(c1ccccc1)n1c(=O)c(-c2cc3ccccc3[nH]2)nc2ccccc21 (centres undefined)	.	.	.	.	.	-3	16	7	.
Cc1ccc(S(=O)(=O)N2CCCCC2)cc1C(=O)NCc1ccc(S(N)(=O)=O)cc1	i	-6	7	-4	4	1	14	1	-14
COc1cc(OC)cc(-c2cc(N)n(S(=O)(=O)c3cccc4nsnc34)n2)c1	i	-3	6	15	-2	3	-3	-5	9
CC[C@H](C)C(=O)N[C@H]1CCCN1C(=O)/C=C/c1ccccc1	i	0	-2	-7	3	4	22	2	-4
O=C(Nc1ccccc1Cl)N1CCN(c2ccc3nnc(-c4ccc(F)cc4)n3n2)CC1	i	-2	7	11	1	-3	-15	6	-7
Nc1nc(SCC(=O)Nc2cc(S(=O)(=O)N3CCOCC3)ccc2Cl)n[nH]1	i	-4	11	-6	4	2	0	-3	0
O=c1[nH]c2ccccc2cc1-c1nnn(-c2ccccc2)n1	i	-3	-24	-4	-3	-5	-7	18	-5
N#CCC(=N)N1CCN(c2ccccc2)CC1	i	-3	3	-2	-3	2	13	-5	-5
Cc1ccc(S(=O)(=O)NC(CC(=O)N2CCc3ccccc32)c2ccco2)cc1 (centres undefined)	i	-5	3	4	1	1	3	5	-4

mol	Neddylation inh	bovine MsrA act	PABP1 MLLE inh	FAS TE block	Rin1-Abl PPI inh	MT1-MMP act inh	CendR NRP1 mod	SKN-1 block	E coli Lon inh
S=c1nc(SCc2ccccc2)[nH]c2ccccc12	i	-2	31	4	-13	7	-4	-3	-11
CCCCCC(=O)NC(=S)Nc1ccc(Br)cc1C	i	-1	18	-6	0	10	-9	11	-2
COc1ccccc1NS(=O)(=O)c1cc(NC(=O)Cn2cnc3c2c(=O)n(C)c(=O)n3C)ccc1C	i	-1	4	-14	-1	2	3	2	-7
NC(=O)c1ccc(NC(=O)Cc2cccs2)cc1	i	-3	-3	-1	-1	-2	-11	8	-7
COc1cc(NC(=O)C2CCCCC2)c(OC)cc1NC(=O)CCC(=O)NCc1ccco1	i	-2	5	-8	-3	1	-7	0	-1
NC(=O)c1ccc(NC(=O)COc2coc(CN3CCc4ccccc4C3)cc2=O)cc1	i	-3	10	-6	-2	3	9	19	-8
C=CCNC(=O)c1onc(CSc2cccc(OC)c2)c1C(=O)O	i	-2	-5	-14	1	-1	1	-1	6
O=C(c1ccco1)N1CCN(c2cc(C(F)(F)F)nc3ncnn23)CC1	i	-5	7	0	-3	5	5	3	1
BrC(=C\c1ccccc1)/C=N/n1cnnc1	i	-4	-11	-6	3	-13	2	6	-3
CCOc1ccc(N=C2NC(=O)C(CC(=O)Nc3ccccc3)S2)cc1 (centres undefined)	i	-1	-5	0	-2	2	-8	-5	5
Cc1ccc(C(=O)N2CC(C(=O)O)C2)cc1	i	-3	-5	0	-4	0	-8	2	-1
COc1cccc(C(=O)NCC(c2cccs2)N2CCc3ccccc32)c1 (centres undefined)	i	-9	-6	19	1	4	-6	-11	-24
O=C(O)c1cc(-n2nnnc2SCc2ccc([N+](=O)[O-])cc2)ccc1Cl	i	-4	-1	-2	-1	3	2	-1	0
COC(=O)c1cc(OC)c(OC)cc1NC(=O)Nc1ccc(OC)cc1	i	-4	8	-9	1	-2	-1	-2	-10
CC(NC(=O)c1sc2ccccc2c1Cl)C1CCCO1 (centres undefined)	i	-2	-3	-8	-7	1	12	11	6

mol	Neddylation inh	bovine MsrA act	PABP1 MLLE inh	FAS TE block	Rin1-Abl PPI inh	MT1-MMP act inh	CendR NRP1 mod	SKN-1 block	E coli Lon inh
CN1CCN(c2ccc(NC(=O)c3ccccc3)cc2)CC1	i	-1	-5	-6	2	-2	0	13	8
CCN1C(=O)[C@@H]2[C@@H](c3ccc(-c4ccc(C(C)=O)cc4)c(OC)c3)N3CCCC[C@@]3(C(=O)OC)[C@@H]2C1=O	i	2	2	36	3	-3	3	9	-4
COc1cc(C(=O)NCc2ccc3c(c2)cc(C)n3C)cc(OC)c1OC	i	-2	33	-5	-8	43	3	63	25*
CS(=O)(=O)c1cccc(C(=O)OCC(=O)c2ccc3c(c2)OCCO3)c1	i	-3	-1	-1	1	-6	-11	7	-6
CC(=O)N(C)c1ccc(NS(=O)(=O)Cc2ccccc2)cc1	i	-2	3	-8	-2	1	6	-23	2
O=C(CCCc1ccccc1)N1CCN(C2CCCCC2)CC1	i	-11	8	-7	-1	3	11	-4	1
COC1=C(OC)c2ccccc2C(C(=O)O)N/C1=C(/C)Nc1ccncc1 (centres undefined)	i	-4	14	-4	-1	0	15	2	-4
COc1ccc(/C(N)=N/OC(=O)Cc2ccccc2OC)cc1	i	-4	-1	0	0	-3	1	6	9
O=c1cc(-c2ccccc2Cl)oc2c(NS(=O)(=O)c3cccs3)ccc(O)c12	i	-2	-3	16	4	-3	6	0	6
Cn1c(=O)c2c(nc(SCc3ccc(C(=O)O)cc3)n2C)n(C)c1=O	i	-4	1	-6	-2	-4	7	-3	9
CCOc1ccc(NC(=S)N2CCN(S(=O)(=O)c3ccc(C)cc3)CC2)cc1	i	-4	-121	12	0	0	8	-4	-6
CC1CCCC(NC(=O)CSc2n[nH]c(=O)n2Cc2ccccc2)C1C (centres undefined)	i	-2	-9	-1	2	-2	5	-3	-7
CC(C)(C)c1ccc(OC(=O)CN2C(=O)C3C4CCC(C4)C3C2=O)cc1 (centres undefined)	i	-1	-9	46	-2	4	5	10	0
CCC(C)N1CCNCC1 (centres undefined)	i	-3	10	-2	0	-2	14	10	0
CCc1cc(-c2n[nH]c(C)c2-c2ccccc2Cl)c(O)cc1OC	i	-1	15	-16	1	-5	-8	1	-3

# With a hit mark in E coli Lon inh (from the list above):
compound	Neddylation inh	bovine MsrA act	PABP1 MLLE inh	Rin1-Abl PPI inh	MT1-MMP act inh	CendR NRP1 mod	SKN-1 block	E coli Lon inh
COc1cc(C(=O)NCc2ccc3c(c2)cc(C)n3C)cc(OC)c1OC	i	-2	33	-8	43	3	63	25*

# Later entries.
mol	Neddylation inh	bovine MsrA act	PABP1 MLLE inh	FAS TE block	Rin1-Abl PPI inh	MT1-MMP act inh	CendR NRP1 mod	SKN-1 block	E coli Lon inh
O=C(N/N=C/c1ccc(OC(=O)c2cccs2)cc1)c1ccccn1	i	-3	-3	-6	-1	-3	9	-11	7
Cn1c(=O)n(C)c2cc(/C=C3/NC(=O)N(Cc4ccccc4)C3=O)ccc21	i	1	-8	-1	1	16	-7	7	8
Cc1c(NC(=O)/C(C#N)=C/c2ccc(-c3ccc(Cl)cc3)o2)c(=O)n(-c2ccccc2)n1C	i	-4	-7	12	-1	0	-5	19	-3
CCOc1cc(-c2cc(-c3ccc(C)o3)nc(N)c2C#N)ccc1O	i	-3	36	16	-4	-8	-17	-3	-9
CC(OC(=O)CN(C)S(=O)(=O)c1ccc(Cl)cc1)C(=O)Nc1ncc(Cl)cc1Cl (centres undefined)	i	-2	-4	3	1	3	-3	-8	-10
COc1ccccc1NC(=O)c1ccc2[nH]c(C)c(C)c2c1	i	-2	12	8	-1	2	11	4	-4
COC(=O)C1CCN(S(=O)(=O)c2cn(C)c(=O)n(C)c2=O)CC1	i	-2	0	-7	-3	-3	-2	-2	-8
CCOc1ccc(NS(=O)(=O)c2ccc(NS(C)(=O)=O)cc2)cc1	i	1	3	-4	-1	2	0	-2	0
O=C(COc1ccc(-n2cnnn2)cc1)Nc1ccccc1Cl	i	0	4	-3	1	0	2	7	-5
CC(=O)Nc1cc(C(F)(F)F)ccc1Oc1cccc(Br)c1	i	1	7	24	3	-2	12	20	1
O=C(Cc1c(O)c2ccccc2[nH]c1=O)NCc1cccc(F)c1	i	-8	-11	-4	-3	0	-14	-5	0
COc1cccc(C(=O)NNC(=O)C2CC(C)=C(C)CC2C(=O)O)c1 (centres undefined)	i	-4	-2	-8	2	2	11	2	-8
C=CCn1c(SC)nnc1-c1ccc2ncccc2c1	i	-2	-2	-6	2	-1	-8	2	3
CC(C)(C)C(=O)NNC(=O)COc1ccc2ccccc2c1Br	i	-7	9	-7	-7	-1	-7	2	1
CCc1ccccc1NC(=O)/C(=C/c1ccccc1)c1ccccc1	i	-4	8	29	0	-10	-1	10	-8

mol	Neddylation inh	bovine MsrA act	PABP1 MLLE inh	FAS TE block	Rin1-Abl PPI inh	MT1-MMP act inh	CendR NRP1 mod	SKN-1 block	E coli Lon inh
CCn1c(C)nc2cc(C(=O)NNC(=O)CN(C)S(=O)(=O)c3ccc(NC(C)=O)cc3)ccc21	i	-2	5	-7	0	-1	-20	8	3
CC(=O)c1cccc(S(=O)(=O)Nc2cccnc2)c1	i	-12	7	-6	2	5	3	10	7
COc1cc(NC(=S)NC(=O)c2ccc(C)cc2C)ccc1NC(=O)c1cccs1	i	1	25	13	0	1	-3	-7	-11
N#CCCn1c(=S)[nH]c2ccccc21	i	-7	-96	-1	3	0	-6	6	-6
CCOc1ccc(NC(=O)CC2C(=O)N(c3ccc(OCC)cc3)C(=S)N2C2CC2)cc1 (centres undefined)	i	-3	18	3	2	5	12	7	-1
CCOc1ccccc1NC(C)C(=O)Nc1cc(C(F)(F)F)ccc1N1CCOCC1 (centres undefined)	i	-4	-10	33	-1	-11	-6	-3	3
COc1ccc(N2C(=O)CC(N3CCN(c4cccc(Cl)c4)CC3)C2=O)cc1 (centres undefined)	i	-7	4	2	-2	6	-5	-7	-6
Cc1ccc(OCCOC(=O)c2sc(=S)n(C)c2C)cc1	i	-4	18	58*	-3	2	4	-10	4
Cc1ccc(-c2ccc(/C=N\n3cnnc3)o2)c(Br)c1	i	-4	3	26	-65	-1	-14	11	-4
CCN(CCCNC(=O)Cn1cc2c(n1)CCCC2)c1cccc(C)c1	i	-7	10	-2	-3	9	-8	-6	-1
COc1cc(NC(=O)[C@@H](NC(=O)N2CCn3c2nc2ccccc23)C(C)C)cc(OC)c1	i	-2	-6	11	3	1	-2	8	2
O=[N+]([O-])c1ccc(Oc2ccc(Oc3ccc(C(F)(F)F)cn3)cc2)nc1	i	-2	-6	50	1	0	6	20	-4
NS(=O)(=O)c1ccc(CNC(=S)Nc2ccc(Cl)c(Cl)c2)cc1	i	-2	15	11	0	-1	6	-4	-1
CC(C)CC(=O)c1c[nH]c(C(=O)NCc2cccnc2)c1	i	-1	7	-3	0	.	0	-13	-6
COc1ccc(N(CC(=O)N2CCc3ccccc3C2)S(C)(=O)=O)cc1	i	-3	5	-9	0	0	1	2	3

mol	Neddylation inh	bovine MsrA act	PABP1 MLLE inh	FAS TE block	Rin1-Abl PPI inh	MT1-MMP act inh	CendR NRP1 mod	SKN-1 block	E coli Lon inh
O=C(OCc1ccc(F)cc1)c1cc2ccccc2cc1O	i	-3	2	30	-4	-5	3	10	-1
CC(C)N1C(=O)S/C(=C/c2ccccc2OCc2ccc(C(=O)O)cc2)C1=O	i	-2	6	4	-2	-11	-27	10	3
Cc1nc(SCC(=O)N2c3ccccc3Sc3ccccc32)n[nH]1	i	-2	-6	-7	1	5	6	7	4
COc1ccc(CC(=O)Nc2ccc(OC)nc2)cc1	i	-12	4	-11	0	4	2	6	-2
